PTPN22 act: LYP phosphatase activators, primary screen, biochemical, DiFMUP fluorescence, 2 µM | Tyrosine-protein phosphatase non-receptor type 22 (Homo sapiens), Q9Y2R2 | recombinant LYP; 0 = plate median, 100 = signal doubled | activation, % at 2 µM | 96,000 tested, 0.11% active | AID 697, 2007;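 active means activation at 2 µM above a set limit, the mean plus 5 SD, cut at about 37% in these data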
FAK inh: FAK kinase inhibitors, primary screen, biochemical | Focal adhesion kinase 1 (Homo sapiens), Q05397 | biochemical FAK kinase activity assay | inhibition, %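 (tested at 7 µM)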 | 97,000 tested, 0.84% active | AID 727, 2007; in the data active means inhibition above about 19%;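 further: 0% = DMSO and 100% = reference compound high control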
Target sequence (Q05397 whole entry, looked up): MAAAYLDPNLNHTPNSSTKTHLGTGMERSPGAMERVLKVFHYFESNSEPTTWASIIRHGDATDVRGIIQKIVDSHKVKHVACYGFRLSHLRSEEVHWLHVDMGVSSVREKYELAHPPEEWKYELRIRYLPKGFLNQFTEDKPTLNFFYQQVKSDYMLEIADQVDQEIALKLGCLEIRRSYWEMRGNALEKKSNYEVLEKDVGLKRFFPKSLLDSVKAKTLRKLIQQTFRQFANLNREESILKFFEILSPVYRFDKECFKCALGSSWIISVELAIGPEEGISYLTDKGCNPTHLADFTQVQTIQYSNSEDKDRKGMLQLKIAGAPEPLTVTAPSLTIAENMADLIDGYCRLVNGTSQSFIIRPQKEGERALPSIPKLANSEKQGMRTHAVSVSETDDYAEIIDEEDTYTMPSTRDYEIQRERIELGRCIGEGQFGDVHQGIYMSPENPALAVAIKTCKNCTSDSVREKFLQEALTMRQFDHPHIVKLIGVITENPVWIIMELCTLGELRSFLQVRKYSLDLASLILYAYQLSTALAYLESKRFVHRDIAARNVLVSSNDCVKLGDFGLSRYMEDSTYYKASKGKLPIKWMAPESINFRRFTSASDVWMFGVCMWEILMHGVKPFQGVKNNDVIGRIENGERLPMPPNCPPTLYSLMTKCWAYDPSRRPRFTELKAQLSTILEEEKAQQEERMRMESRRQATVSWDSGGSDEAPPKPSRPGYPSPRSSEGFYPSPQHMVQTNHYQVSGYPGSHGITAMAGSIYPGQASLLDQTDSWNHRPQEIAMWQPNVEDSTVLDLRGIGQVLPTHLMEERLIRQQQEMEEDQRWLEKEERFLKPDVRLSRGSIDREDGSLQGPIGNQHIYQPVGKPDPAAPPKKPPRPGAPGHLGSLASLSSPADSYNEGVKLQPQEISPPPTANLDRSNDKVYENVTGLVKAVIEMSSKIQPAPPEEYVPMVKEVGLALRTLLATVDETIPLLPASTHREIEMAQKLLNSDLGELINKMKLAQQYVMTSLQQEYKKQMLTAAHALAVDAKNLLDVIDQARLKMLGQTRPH
PostGolgi yeast: phenotypic screen on post-Golgi transport, primary screen; post-Golgi transport phenotypic cell assay; inhibition, % at 10 µM; 98,000 tested, 0.9% active; AID 739, 2007;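 further: yeast cells grown in 1536-well plates; yeast grown about 18 h at 30C before absorbance read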
Rev-RRE block: HIV-1 Rev-RRE binding inhibitors, primary screen, biochemical, FRET, protein-RNA interaction | P05866 | Rev peptide-RRE RNA binding | inhibition, % at 8 µM | 97,000 tested, 0.79% active | AID 704, 2007;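 active means inhibition above the screen-wide mean plus 3 SD, cut at about 35% in these data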;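 further: 0% = median DMSO wells and 100% = median Neomycin B control wells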
Target sequence (P05866 whole entry, looked up): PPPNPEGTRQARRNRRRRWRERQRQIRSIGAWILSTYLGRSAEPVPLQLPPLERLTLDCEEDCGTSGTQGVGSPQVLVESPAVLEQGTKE
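Assay system: Labelled RRE RNA duplex and labelled Rev peptide | Times: 5 min preincubation and 15 min binding, 25 °C | Detection: FRET, ex 480 nm, em 540 and 671 nm | Evaluation: % inhibition of FRET ratio versus controls | Benchmarks: DMSO wells as 0% and neomycin B wells as 100% inhibition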
S1P2 blocker: human S1P2 receptor antagonists, primary screen, cell-based. inhibition, % at 5 µM. 97,000 tested, 0.21% active. Sphingosine 1-phosphate receptor 2 (Homo sapiens), O95136. AID 736, 2007. cell-based S1P2 antagonist assay, inhibition at 5 uM; in the data active means inhibition above about 45%;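 further: CRE beta-lactamase reporter cells expressing human S1P2 stimulated with S1P; 0% = agonist at EC80 alone and 100% = agonist plus reference antagonist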
PostGolgi ctrl: growth inhibition of yeast control strain, primary screen, counter-screen for post-Golgi transport modulator project; efflux-deficient yeast background strain, growth absorbance A615, 16 h; inhibition, % at 10 µM; 98,000 tested, 5% active; AID 738, 2007
S1P2 ag: S1P2 receptor agonists, primary screen, cell-based; S1P2-expressing cell line, agonist reporter read-out; activation, % at 4.5 µM; 97,000 tested, 0.46% active; AID 729, 2007; in the data active means activation above about 16%;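 further: 0% = vehicle low control and 100% = maximal reference agonist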
LYP inh 2: PTPN22 phosphatase inhibitors, primary screen, biochemical, DiFMUP fluorescence, 2 µM; recombinant LYP catalytic domain; inhibition, % at 2 µM; 96,000 tested, 0.21% active;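 active means inhibition at 2 µM at or above a set limit, the screen mean plus 3 SD, cut at about 24% in these data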;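 further: 0% = DMSO with enzyme and 100% = enzyme fully blocked by orthovanadate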
EphB4 antag: EphB4-ephrin-B2 interaction antagonists, primary screen, biochemical, TNYL-RAW peptide probe, fluorescence polarization. Ephrin type-B receptor 4 (Homo sapiens), P54760. 97,000 tested, 0.15% active. EphB4 LBD / TNYL-RAW-Alexa532 peptide. inhibition, % at 7 µM;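 active means inhibition above the screen-wide mean inhibition plus 3 SD, cut at about 15% in these data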;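 further: 0% = DMSO wells and 100% = excess unlabeled TNYL-RAW peptide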
Numbers without * were called inactive; x = not tested or not shown; [ ] = remark or other dose. Unless noted, no stated cut-off is given here; in the data, active means inhibition above about 30%; inactive means the rest.

Preview:
Screens in order: PTPN22 act	FAK inh	PostGolgi yeast	Rev-RRE block	S1P2 blocker	PostGolgi ctrl	S1P2 ag	LYP inh 2	EphB4 antag
1) CC(=O)c1c(C)[nH]c(C(=O)COc2cc(C)cc(C)c2)c1C
  -2	1	-3	4	9	1	0	-2	-2
2) Nc1cc2nsnc2cc1Br
  1	-3	4	11	-1	-3	-2	2	-7

This part in full (from the top)
Screens in order: PTPN22 act	FAK inh	PostGolgi yeast	Rev-RRE block	S1P2 blocker	PostGolgi ctrl	S1P2 ag	LYP inh 2	EphB4 antag
1) CC(=O)c1c(C)[nH]c(C(=O)COc2cc(C)cc(C)c2)c1C
  -2	1	-3	4	9	1	0	-2	-2
2) Nc1cc2nsnc2cc1Br
  1	-3	4	11	-1	-3	-2	2	-7
3) Nc1nc(SCc2ccccc2)ns1
  2	-3	-6	4	9	19	-7	-7	6
4) COc1ccc(NC(=O)C(c2ccc(OC)cc2)N(C)C(=O)CNC(C)=O)cc1 (stereo not drawn)
  -3	0	-7	8	2	15	-4	0	4
5) O=c1[nH]c2cccc(Cl)c2n(CCNc2ncc(C(F)(F)F)cc2Cl)c1=O
  4	1	-1	13	-118	-9	-3	-2	-7
6) Cc1nnc(SC(C)C(=O)N2CCc3ccccc32)s1 (stereo not drawn)
  5	0	0	6	6	3	-3	-1	2
7) Cc1cc(C(=O)COc2ncnc3sccc23)c(C)n1C
  8	0	2	1	-1	-2	-7	-9	4
8) CCC(=O)Nc1cccc(NC(=O)CN2CCN(c3ccccc3OC)CC2)c1
  -4	2	-15	6	6	4	-9	7	2
9) Cc1nc2ccccc2c(=O)n1/N=C/c1cn(-c2ccccc2)nc1-c1cccs1
  2	4	8	0	-8	9	6	-2	2
10) CCc1nnc(NC(=O)CSc2ncc(-c3ccccc3)[nH]2)s1
  -9	-1	-8	6	10	9	-1	11	0
11) CC12CCC(C(=O)n3c1nc1ccccc13)C2(C)C (stereo not drawn)
  2	1	0	1	-3	13	-1	-6	-7
12) Cn1nc([N+](=O)[O-])c2c(-c3nc4ccccc4s3)c(N)n(C3CCCCC3)c2c1=O
  -5	0	-1	6	-6	26	-3	8	8
13) CCCCN=Cc1sc2ccc(OCC)cc2c1O
  -5	2	-10	-5	12	0	-7	6	3
14) Cc1cc(=O)n(CCO)c(O)c1C#N
  -4	0	0	10	-10	11	-3	0	-6
15) Cc1ccccc1C(=O)N1CCN(c2ccccn2)CC1
  4	-2	x	0	4	x	-3	-4	2
16) Cc1oc(-c2ccccc2)cc1C(=O)Nc1cccc2ccccc12
  -1	26*	-8	-1	3	30*	-11	3	2
17) Cc1[nH]c2ccccc2c1/C=C/c1cc[n+](C)cc1
  -4	2	2	138*[fluorescence artefact?]	14	16	-3	7	2
18) COc1ccc(N2CCN(S(=O)(=O)c3cccc4cccnc34)CC2)cc1
  -2	3	-7	5	6	11	-7	2	-4
19) O=C(CSc1ncnc2c1oc1ccccc12)Nc1nc2ccccc2s1
  2	-9	-9	3	-24	-2	2	-3	-1
20) CC1(C)Cc2c(C#N)c(N3CCCC3)nc(-c3ccco3)c2CO1
  x	-5	0	11	-36	22	9	x	0
21) Cc1ccc(-c2nnn(CC(=O)Nc3cccc4c3CCCC4)n2)o1
  -5	4	6	13	6	20	-6	3	-2
22) Cc1ccc(-n2c(Cc3cccn3C)nnc2SCC(=O)NC2CCCCC2)cc1
  -1	2	-3	6	-5	9	-3	-2	4
23) COc1ccc(OCC(=O)NNC(=O)c2cccs2)cc1
  6	-5	6	2	17	4	-8	-2	-1
24) Cc1ccc(N2C(N)=NC(N)=NC23CCCC3)c(C)c1
  -1	-2	5	-3	1	18	-6	2	0
25) COc1cc(NS(=O)(=O)c2ccc(F)cc2)c(C(=O)O)cc1OC
  3	-1	4	4	10	7	-4	-5	-6
26) COc1ccc(CNC(=O)CSc2nc3c(c(=O)n(C)c(=O)n3C)n2C)cc1
  0	2	x	1	-8	x	-2	0	-2
27) O=C(OCCCc1ccncc1)c1ccc(S(=O)(=O)N2CCOCC2)cc1
  -5	-3	3	6	1	11	-6	2	0
28) O=C(CN1CCN(CCC(=O)Nc2ccccc2F)CC1)Nc1ccc(Cl)cc1
  -2	3	-4	9	20	4	-8	2	5
29) O=c1c2ccccc2ncn1-c1ccc(Cl)c(Cl)c1
  7	-1	x	-1	-3	x	-4	-13	3
30) Cc1ccc2nc(-c3ccc(NC(=O)Cc4cccs4)cc3)[nH]c2c1
  -4	7	-5	18	21	-1	-9	9	-2
31) CC1(C)CC(=O)C2=C(C1)Nc1[nH]n(-c3ccccc3)c(=O)c1C2c1ccc2c(c1)OCO2 (stereo not drawn)
  -4	0	-3	0	-34	-7	-3	-3	-3
32) Nc1nc(C2CC2)c(Sc2sc(N)nc2C2CC2)s1
  15	2	3	-2	1	7	-5	-16	5
33) O=C(CN(c1ccc(F)cc1)S(=O)(=O)c1ccc2c(c1)OCCO2)Nc1ccc2c(c1)OCO2
  -4	6	6	6	15	20	-3	6	6
34) CCc1cc(C)cc(OCCNC(=O)c2cncc(Br)c2)c1
  15	3	1	9	-21	13	-2	-20	0
35) O=C(Nc1cccnc1)Nc1ccccc1Cl
  0	3	3	10	19	20	-4	-1	9
36) CCOC(=O)C1CCCN(C(=O)CNS(=O)(=O)c2ccc(Br)s2)C1 (stereo not drawn)
  -8	-5	-2	-4	-9	6	-3	4	3
37) COc1cccc(N(C(=O)c2cccs2)c2nc3ccccc3s2)c1
  1	0	14	3	-6	23	-4	0	10
38) COc1cc(-c2nnn(CC(=O)NC3CCS(=O)(=O)C3)n2)ccc1OCc1ccccc1 (stereo not drawn)
  6	-3	-1	8	14	4	-2	-8	-7
39) COc1cc(NC(=O)CCCSc2nc(-c3ccco3)cc(C(F)(F)F)n2)cc(OC)c1OC
  -4	-1	x	8	-16	x	-5	4	3
40) CCn1c(COc2ccc3c(c2)OCO3)nnc1SCC(=O)O
  6	-1	x	3	4	x	-3	-6	3
41) Cc1cc(C)n(-c2nc3c(c(=O)[nH]c(=O)n3C)n2CC(O)COc2ccccc2)n1 (stereo not drawn)
  3	-2	1	-6	17	16	-2	-3	-5
42) CCOC(=O)c1ccccc1NC(=O)c1cccc2c1C(=O)N(C1CCN(C(=O)OCC)CC1)C2
  -6	4	-12	7	20	6	-7	2	-2
43) O=C1c2ccccc2C(=O)c2c1oc(C(F)(F)F)c2C(=O)c1ccccc1
  0	10	104*	16	14	56*	-5	2	4
44) COC(=O)CSc1snnc1-c1ccc(Cl)cc1Cl
  4	4	7	9	9	6	-7	-3	6
45) CCOC(=O)c1ccc(NC(=O)C2(c3ccccc3)CCCC2)cc1
  5	-2	-6	1	1	1	-3	-3	-8
46) CCOC(=O)c1c(C)[nH]c(C)c1C(=O)COC(=O)c1ccc(S(=O)(=O)N(CC)CC)cc1
  8	-2	8	12	12	-3	-5	-6	-1
47) COc1ccc(S(=O)(=O)n2oc(=O)cc2-c2ccccc2)cc1OC
  4	3	-8	-2	2	7	1	-2	-1
48) COC(=O)c1c(S(=O)(=O)NCc2ccccc2)sc(C(=O)O)c1C
  -2	-3	-4	2	-20	6	-3	3	-2
49) Cn1cccc1-c1nc2ccc(NC(=O)c3ccccc3)cc2[nH]1
  2	-1	-4	-2	-10	7	-1	-5	3
50) O=C(CSc1nnc2ccccn12)Nc1ccccc1C(=O)NC1CC1
  2	10	5	1	-10	4	-3	-3	-4
51) O=C(CN1CCN(S(=O)(=O)c2ccccc2)CC1)Nc1ccc(Cl)c(Cl)c1
  -3	2	-1	10	6	16	-1	-2	0
52) CCOC(=O)N1CCN(C(=O)C2CCN(S(=O)(=O)c3ccc(Cl)cc3)CC2)CC1
  6	0	10	-1	2	-1	-1	-3	-6
53) COc1cc(OC)cc(N(C(=O)c2ccco2)C(C(=O)NC2CCCC2)c2ccc(N(C)C)cc2)c1 (stereo not drawn)
  -6	-2	-1	2	-12	9	-5	4	1
54) Cc1cc(NC(=O)CCCC(=O)OCC(F)(F)C(F)F)cc(C)c1C(=O)O
  -6	1	-3	1	9	5	1	4	1
55) CSCCC(NC(=O)c1ccco1)C(=O)OC(C)C(=O)NC(=O)NC1CCCCC1 (stereo not drawn)
  14	-10	2	-1	-6	6	-3	-9	-8
56) O=C(NC(c1ccccc1)c1c(O)ccc2ccccc12)c1ccccc1Cl (stereo not drawn)
  4	-1	-6	9	15	20	-2	2	-3
57) COc1ccc(NC(=O)Nc2ccc3nsnc3c2)cc1
  13	2	-1	-6	5	-5	-5	-9	-5
58) c1ccc(-c2nnc3sc(-c4ccncc4)nn23)cc1
  9	1	-4	5	-30	11	0	-10	-5
59) CCOC(=O)CSC1=Nc2ccccc2C2=NC(CC(=O)NCc3ccc4c(c3)OCO4)C(=O)N12 (stereo not drawn)
  -5	-2	0	-6	16	11	-2	2	-2
60) CCOC(=O)c1ccc(Nc2cc(C)nc3ncnn23)cc1
  -5	-3	1	19	-1	-6	2	2	6

Additional entries follow.
Screens in order: PTPN22 act	FAK inh	PostGolgi yeast	Rev-RRE block	S1P2 blocker	PostGolgi ctrl	S1P2 ag	LYP inh 2	EphB4 antag
61) COC(=O)c1sccc1NC(=O)CSc1ccc(Cl)cc1
  -4	0	-5	18	-4	5	-9	10	-1
62) Cc1ccc(S(=O)(=O)Nc2c(C)n(C)n(-c3ccccc3)c2=O)cc1C(=O)NCc1ccccn1
  -3	-2	-6	5	18	-6	-3	0	0
63) Clc1ccc(C2=Nn3c(nnc3-c3n[nH]c4c3CCC4)SC2)cc1Cl
  -15	1	14	9	-15	38*	-4	18	3
64) COc1ccc2oc(C(=O)C3CC3)c(N)c2c1
  10	-1	0	0	-5	5	-8	-11	-1
65) N#Cc1cccc(NC(=O)COc2ccc(-n3ccnc3)cc2)c1
  -8	-7	-3	3	0	5	-3	7	4
66) CN(C(=O)Nc1ccccc1)C1CCS(=O)(=O)C1 (stereo not drawn)
  -4	-1	x	4	-2	x	-4	4	3
67) CC(C)Cc1nc2n[nH]c(N)c2c2c1COC(C)(C)C2
  -3	3	1	5	-23	8	1	6	-4
68) CC(=O)Nc1cc2c(cc1NC(=O)Cn1nc(-c3ccccc3F)ccc1=O)OCCO2
  -5	-1	-1	1	5	4	-4	9	-11
69) COCCNC(=O)CCn1c(=O)oc2ccccc21
  0	-7	-1	-3	15	6	-4	0	-2
70) O=C(O)c1ccc(COc2ccc(Cl)cc2)o1
  -4	-1	-4	6	-11	-1	-7	3	-1
71) Cc1ccc2nc(Cl)c(CN(Cc3cccs3)C(=O)C3CC3)cc2c1
  -4	0	-4	4	-9	25	-8	7	2
72) CCOC(=O)C1CCN(C(=O)Nc2ccc3oc(C)nc3c2)CC1
  19	-4	6	-3	2	9	3	-25	9
73) COCCCNC(=O)COc1cc(C)c(Cl)c(C)c1
  15	-4	6	2	-3	8	-4	-15	-6
74) C=CCn1c(CC(=O)Nc2cccc(OC)c2)nnc1SCC(=O)NC1CCCCC1
  -12	-1	2	4	19	10	-4	14	-2
75) COc1c(S(=O)(=O)N2CCCC2)ccc(Cl)c1Cl
  -2	-1	28	-3	-13	6	-14	5	2
76) COc1cc(C2=NOC(C(=O)Nc3ccc(C)cc3)C2)cc(OC)c1OC (stereo not drawn)
  3	-2	15	11	9	31*	-8	-6	3
77) CCN(CC)CCNC(=O)c1ccc2c(=O)n(CCc3ccccc3)c(=O)[nH]c2c1
  5	2	-2	1	4	13	-5	-8	-7
78) O=C(NC1CCCC1)C(c1ccccn1)N(C(=O)c1csnn1)C1CC1 (stereo not drawn)
  4	11	-7	9	13	2	-7	-3	6
79) Cc1ccccc1C(=O)c1c[nH]c(C(=O)NCc2ccco2)c1
  14	1	4	-4	7	20	-2	-11	-11

Compound activity: PubChem, several laboratories
